Screening results as filed in PubChem BioAssay.
VCAM1 TNFa inh: inhibitors of TNFa-induced VCAM1 expression, primary screen, imaging, HUVEC, TNFa stimulus, immunofluorescence | AID 802, 2007 | inhibition, % at 2 µM | HUVEC TNFa-induced VCAM-1 immunofluorescence, high-content imaging | 0.48% of 95,000 active;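 active means inhibition above the batch mean plus 3 SD, with images confirmed as a hit by eye, cut at about 37% in these data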;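 further: 0% = TNF-stimulated DMSO wells and 100% = unstimulated control wells; not every result past the cut was called active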
F-actin modifier: modifiers of F-actin cytoskeleton organization, primary screen, imaging, HUVEC, phalloidin staining, high-content imaging. 0.18% of 91,000 active. inhibition, % at 2 µM. HUVEC TNFa F-actin phalloidin imaging. AID 836, 2007;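 active means inhibition above the batch mean plus 3 SD and confirmed as a hit by visual image inspection, cut at about 30% in these data, passing the limit was not always enough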; further: strong numbers were not always called active
Fibroblast inh: antiproliferative effect on LL 47 fibroblasts – human, LL 47 cells, CellTiter-Glo luminescence, primary screen. LL 47 human lung fibroblast viability, ATP luminescence; active compounds read low. viability, % at 10 µM. 1.1% of 85,000 active. AID 719, 2007;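 active means viability at or below 50% in the single dose screen; inactive means viability above 50%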;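 further: compound exposure lasted 72 h before the ATP readout; 100% = median luminescence of untreated cell-only wells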
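material = human LL 47 lung fibroblast cells | dosing = compounds added from tenfold dosing solution, 0.1% DMSO final | timing = overnight cell rest, 72 h compound treatment at 37 °C | measured by = CellTiter-Glo luminescence measuring cellular ATP | evaluation = % viability versus median cells-only luminescence | control set = cell-only wells, no compound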
Smad3 inh: Smad3/FoxH1 peptide binding inhibitors, primary screen, biochemical, TR-FRET. Mothers against decapentaplegic homolog 3 (Homo sapiens), P84022. TR-FRET Smad3/Dy647-FoxH1 peptide binding, europium anti-His. inhibition, % at 25 µM. 0.29% of 88,000 active. AID 630, 2007;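 active means compounds that reduce the energy-transfer binding signal between the protein and its labelled peptide by more than half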;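 further: 0% = Smad3 plus labelled peptide maximal FRET and 100% = peptide-only background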
Target sequence (P84022 whole entry, looked up): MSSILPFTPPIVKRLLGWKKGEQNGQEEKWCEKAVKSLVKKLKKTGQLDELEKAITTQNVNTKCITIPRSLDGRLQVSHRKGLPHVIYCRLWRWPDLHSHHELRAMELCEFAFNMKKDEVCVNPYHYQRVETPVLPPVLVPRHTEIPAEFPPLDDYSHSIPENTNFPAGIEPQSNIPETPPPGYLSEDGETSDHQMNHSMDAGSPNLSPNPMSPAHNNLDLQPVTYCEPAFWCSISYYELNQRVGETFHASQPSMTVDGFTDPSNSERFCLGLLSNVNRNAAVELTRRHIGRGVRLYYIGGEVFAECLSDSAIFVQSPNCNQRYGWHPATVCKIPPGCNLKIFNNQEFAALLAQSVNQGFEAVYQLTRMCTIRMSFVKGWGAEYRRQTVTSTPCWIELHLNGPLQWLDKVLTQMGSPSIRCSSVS
H69AR growth 86K: proliferation blockers of H69AR lung cancer cells, primary screen, cell-based, human, 86K library; H69AR lung tumor viability, ATP luminescence, 72 h; active compounds read low; viability, % at 10 µM; 6% of 85,000 active; AID 598, 2007;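 active means viability at or below 40%; inactive means viability above 40%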;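 further: multidrug resistant small cell line overexpressing MRP-1 efflux transporter; 100% = mean luminescence of untreated control wells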
PTK2B oligo ant: antagonists of Pyk2 self-association, primary screen, Q293 cells, FERM NanoBiT luminescence, HTS; Protein-tyrosine kinase 2-beta (Homo sapiens), Q14289; active compounds read low; z-score (the deposit names both 25 µM and 10 µM); 0.83% of 99,000 active;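 active means Z-score of -3 or lower, scaled per plate to the spread of control and sample wells; inactive means z-score above -3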;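 further: negative z-score means lost luminescence so less FERM oligomerization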
IL1B cytotox: cytotoxicity in IL-1B stimulated HUVEC, primary screen, cytotoxicity control for IL-1B NFkB translocation project, imaging, Hoechst nuclear count, IL-1B stimulus; HUVEC cell count loss; 0.41% of 94,000 active; cell count reduction, % at 2 µM;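 active means cell count reduction more than 3 SD above the screen-wide mean, cut at about 70% in these data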;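 further: normalized per plate to untreated control cells as the no-loss baseline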
HUVEC prolif 384: inhibitors of HUVEC proliferation, primary screen, cell-based, 384-well | CellTiter-Glo luminescence, 72 h; active compounds read low | viability, % at 10 µM (by protocol) | 1.1% of 86,000 active | AID 648, 2007;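 active means viability at or below 30%; inactive means viability above 30%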;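 further: 100% = median luminescence of DMSO-only cell control wells on each plate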
HUVEC tox TNFa: cytotoxicity in TNFa-stimulated HUVEC, primary screen, cytotoxicity control for VCAM1 expression modulator project, imaging, Hoechst nuclei count. HUVEC TNFalpha-stimulated, Hoechst cell count. cell count reduction, % at 2 µM. 0.17% of 93,000 active. AID 848, 2007;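 active means cell count reduction exceeding the screen mean by over 5 SD, scaled to untreated wells per plate, cut at about 78% in these data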;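 further: cells counted after 24 h of TNF alpha exposure following the 1 h pretreatment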
* hit, by the source's call; / = not tested or not shown; [ ] = remark or other dose.

SMILES	VCAM1 TNFa inh	F-actin modifier	Fibroblast inh	Smad3 inh	H69AR growth 86K	PTK2B oligo ant	IL1B cytotox	HUVEC prolif 384	HUVEC tox TNFa
Cc1cc(C)n(-c2nc3ccccc3nc2N2CCN(S(=O)(=O)c3ccc(F)c(C)c3)CC2)n1	-8	1	102	3	79	-0.53	-12	87	-2
O=C(Nc1cnccn1)c1cccnc1	-3	3	100	-1	97	1.2	-1	99	-3
CCOC(=O)COc1ccc2c(c1)c(C(=O)OCC)c(C)n2CC	4	19	/	/	/	0.9	-46	/	-15
O=C(CN1C(=O)NC2(CCc3ccccc32)C1=O)Nc1cc(C(F)(F)F)ccc1N1CCOCC1 (stereo not drawn)	/	/	107	3	89	/	/	91	/
CCNC(=O)C(=O)NCCc1ccc(Cl)cc1	13	3	97	-6	107	2.1	-14	94	10
CSC1=NCCN1C(=O)c1cccc(C(F)(F)F)c1	-9	18	110	-9	87	-0.11	-6	105	34
CC(=C/c1ccccc1)/C=C1/SC(N2CCOCC2)=NC1=O	-28	-9	/	/	/	-1.1	-12	/	12
COc1ccccc1OCC(=O)Nc1ccccc1C(=O)NCc1ccco1	-2	-8	101	5	88	-0.21	-30	96	-18
COc1ccc(C(=O)CSc2nncn2C)cc1	5	12	103	12	104	0.37	8	108	-14
Cc1ccc(C2C3=C(CCCC3=O)Nc3[nH]c(=S)[nH]c(=O)c32)cc1 (stereo not drawn)	-15	-9	95	4	97	0.23	16	104	/
Cc1cc(N2CCN(c3ccccc3)CC2)nc(N)n1	-26	-1	99	2	93	0.13	7	100	-38
COc1cccc(CNS(=O)(=O)c2cn(C)cn2)c1	-11	35	102	-10	90	0.25	-2	93	0
COc1cc(S(=O)(=O)N2CCCCC2)ccc1NC(=O)c1ccccc1Cl	-11	-17	97	-3	68	-1.4	-36	81	-7
O=C(COC(=O)c1ccc(S(=O)(=O)NCc2ccco2)cc1)NC1CCCCC1	-9	-9	/	/	/	1.9	11	/	-14
CCOc1cc(N2CCOCC2)c(OCC)cc1NC(=O)Cc1cccc2ccccc12	7	-6	/	/	/	-0.45	20	/	-12
COC(=O)Nc1nnc(Cc2ccc(Cl)cc2)s1	28	-11	100	1	103	0.78	-78	83	5
CCCC(=O)Nc1cccc(-c2nc3ccccc3o2)c1	-14	-13	97	0	100	-0.58	13	98	10
N#CC1=C(N)Oc2n[nH]c(-c3ccccn3)c2C1c1c(F)cccc1Cl (stereo not drawn)	-3	/	82	4	81	0.37	0	89	-17
Cc1cc(C(=O)Nc2nnc(-c3ccccc3)s2)no1	29	-13	110	-6	91	-0.58	32	94	7
CC(=O)C1=C(O)C(=O)N(c2cc(C(C)(C)C)on2)C1c1ccc(C(C)C)cc1 (stereo not drawn)	3	-12	101	-3	63	-1.1	7	111	-11
Cc1cccc(NC(=O)C2CC(O)CN2C(=O)OCc2ccccc2)c1 (stereo not drawn)	25	3	94	5	94	0.05	-50	87	-23
CCCSc1nc2c(c(=O)n(C)c(=O)n2C)n1Cc1ccc(C)cc1	10	-110	94	7	83	0.57	-2	94	-3
Cn1c(=O)oc2cc(S(=O)(=O)N3CCCC(C(=O)N4CC=C(c5ccccc5)CC4)C3)ccc21 (stereo not drawn)	3	-11	96	-2	94	/	-3	85	-13
Cn1cccc1Cc1nnc(SCC(=O)N2CCc3ccccc32)n1CCc1ccccc1	/	/	82	15[fluorescence artefact?]	86	/	/	100	/
CCn1c(SCC(=O)C(C)(C)C)nnc1-c1ccccn1	0	-3	95	-10	87	3.1	23	93	4
CCOC(=O)c1nnn(-c2ccccc2)c1C	14	5	99	5	93	0.07	-20	106	-8
COCC(=O)N/N=C(\C)CC(=O)Nc1ccccc1C(N)=O	8	14	/	/	/	0.09	-7	/	-11
COc1ccc(-c2noc(-c3ccccc3C(=O)Nc3cccnc3)n2)cc1OC	0	2	96	-3	81	-0.69	-26	86	3
COc1ccc(C)cc1NC(=O)c1cc2ccccc2cc1OCC(=O)NCc1ccco1	50	-14	/	/	/	-2.2	17	/	4
O=C(Cn1nc(-c2cccc([N+](=O)[O-])c2)c2ccccc2c1=O)Nc1cccnc1	6	-8	99	1	67	-0.21	-18	104	-10
COc1ccc(S(=O)(=O)N2CCC(O)(c3ccc(Cl)cc3)CC2)cc1	13	24	98	8	72	-2.8	-6	96	-14
CCCCn1c(-c2ccc(Cl)cc2)nc2c(=O)n(C)c(=O)[nH]c21	15	5	105	7	99	-0.78	-15	92	-8
CC1(C)CC(=O)C(C(C2=C(O)CC(C)(C)CC2=O)c2cccs2)C(=O)C1 (stereo not drawn)	-24	-16	/	/	/	-0.64	14	/	/
C/C(=N\O)c1ccc(N2C(=O)C3CC=C(Cl)CC3C2=O)cc1 (stereo not drawn)	-15	2	/	/	/	-0.88	92*	/	-28
O=C1Nc2ccccc2C12OCCO2	12	/	96	15[fluorescence artefact?]	110	-0.72	-74	98	-46
CCc1cc(C(=O)OC)c(NC(=O)CCCC(=O)O)s1	-2	-9	99	-5	92	0.84	-9	93	-10
Cc1ccc(CS(=O)(=O)CCC(=O)NC2CC2)cc1	15	10	104	6	95	0.15	-2	100	-21
C/C(N)=C(/C#N)C(=O)CN1CCCCC1	-3	-11	102	-16	90	1.6	8	81	-22
O=C(CCCOc1ccccc1)N1CCN(C(=O)c2ccco2)CC1	18	-3	97	-11	97	1.7	-44	93	-21
O=C1Nc2ccccc2C(O)(C(=O)NCc2ccc3c(c2)OCO3)N1c1ccc(Cl)c(Cl)c1 (stereo not drawn)	0	8	95	1	95	-0.15	11	85	11

Some of the entries so far, with values under each structure.
The line under a structure holds: VCAM1 TNFa inh | F-actin modifier | Fibroblast inh | Smad3 inh | H69AR growth 86K | PTK2B oligo ant | IL1B cytotox | HUVEC prolif 384 | HUVEC tox TNFa
- COc1ccc(S(=O)(=O)N2CCC(O)(c3ccc(Cl)cc3)CC2)cc1
  13 | 24 | 98 | 8 | 72 | -2.8 | -6 | 96 | -14
- CCCCn1c(-c2ccc(Cl)cc2)nc2c(=O)n(C)c(=O)[nH]c21
  15 | 5 | 105 | 7 | 99 | -0.78 | -15 | 92 | -8
- CC1(C)CC(=O)C(C(C2=C(O)CC(C)(C)CC2=O)c2cccs2)C(=O)C1 (stereo not drawn)
  -24 | -16 | / | / | / | -0.64 | 14 | / | /
- C/C(=N\O)c1ccc(N2C(=O)C3CC=C(Cl)CC3C2=O)cc1 (stereo not drawn)
  -15 | 2 | / | / | / | -0.88 | 92* | / | -28
- O=C1Nc2ccccc2C12OCCO2
  12 | / | 96 | 15[fluorescence artefact?] | 110 | -0.72 | -74 | 98 | -46
- CCc1cc(C(=O)OC)c(NC(=O)CCCC(=O)O)s1
  -2 | -9 | 99 | -5 | 92 | 0.84 | -9 | 93 | -10
- Cc1ccc(CS(=O)(=O)CCC(=O)NC2CC2)cc1
  15 | 10 | 104 | 6 | 95 | 0.15 | -2 | 100 | -21
- C/C(N)=C(/C#N)C(=O)CN1CCCCC1
  -3 | -11 | 102 | -16 | 90 | 1.6 | 8 | 81 | -22
- O=C(CCCOc1ccccc1)N1CCN(C(=O)c2ccco2)CC1
  18 | -3 | 97 | -11 | 97 | 1.7 | -44 | 93 | -21
- O=C1Nc2ccccc2C(O)(C(=O)NCc2ccc3c(c2)OCO3)N1c1ccc(Cl)c(Cl)c1 (stereo not drawn)
  0 | 8 | 95 | 1 | 95 | -0.15 | 11 | 85 | 11

Further records.
SMILES	VCAM1 TNFa inh	F-actin modifier	Fibroblast inh	Smad3 inh	H69AR growth 86K	PTK2B oligo ant	IL1B cytotox	HUVEC prolif 384	HUVEC tox TNFa
CCCC(=O)N1CCN(c2ccc(NC(=O)c3ccc(OCC)c([N+](=O)[O-])c3)cc2)CC1	-3	8	/	/	/	0.28	-15	/	-5
Cc1cccc2c1nc(-c1ccccc1)n1cnnc21	10	10	/	/	/	1.5	4	/	16
OCC1OC(n2nc3ccccc3n2)C(O)C(O)C1O (stereo not drawn)	/	/	97	-3	90	1	/	102	/
CCc1cc2ccc(C)cc2nc1SCC(=O)c1ccc(NC(C)=O)cc1	4	-43	/	/	/	-1.2	10	/	18
COc1ccc(/C=N\NC(=O)C2=NNC(=O)C2C)cc1 (stereo not drawn)	-2	/	/	/	/	3.6	10	/	3
Cc1cc(-n2c(C)cc(C(=O)COc3ccc4ccc(=O)oc4c3)c2C)no1	0	8	84	11	79	-0.48	-3	80	-5
O=C(Nc1ccc(-c2nc3ccccc3o2)cc1)c1ccc(N2C(=O)C3C4C=CC(C4)C3C2=O)cc1 (stereo not drawn)	7	2	74	12[fluorescence artefact?]	15*	-0.31	-9	32	-6
O=c1c(-c2nc3ccccc3s2)cccn1Cc1ccccc1	4	-6	/	/	/	-1.3	-33	/	-9
COc1ccc(-n2nnc3c(SCC(=O)c4ccccc4)ncnc32)cc1	-11	8	109	-1[fluorescence artefact?]	84	1.3	-5	83	-30
CCCC1(C(=O)OCC)NC(c2ccc(OC)cc2OC)C2C(=O)N(c3ccccc3)C(=O)C21 (stereo not drawn)	7	0	101	7	66	-2.2	-5	99	-19
CCOC(=O)C1=C(C)NC2=C(C(=O)C(C(=O)OCC)C(c3ccccc3OC)C2)C1c1ccccn1 (stereo not drawn)	2	-21	102	4	88	-0.8	-7	90	18
O=c1nc(N2CCCC2)nc(Nc2ccccc2)[nH]1	15	-3	98	0	65	1.1	-35	93	17
Cc1ccc(CN2C(=O)C3CCCN3c3ccc(C#N)cc32)cc1 (stereo not drawn)	14	-19	/	/	/	/	-18	/	-3
O=c1cnn(-c2ccc(Cl)cc2Cl)c(-c2ccccc2)c1	12	-9	104	1	57	-0.29	12	79	24
CCC(=O)Nn1cnc2c(c1=O)C1(CCCCC1)Cc1ccccc1-2	8	-17	97	-3	93	-0.19	39	93	18
CC(C)(C)C(=O)Nc1nc(=S)ss1	11	-5	101	3	56	-0.04	-17	82	-16
CC(/C=N/n1c(C2CCCCC2)n[nH]c1=S)=C\c1ccccc1	-7	-4	/	/	/	-2.6	-17	/	-29
Cc1noc(C)c1S(=O)(=O)N1CCC(C(=O)NC2CCCc3ccccc32)CC1 (stereo not drawn)	26	-3	90	1	97	-0.01	5	101	2
CCOc1cc(-c2cc(-c3ccc(OC)cc3)nc(N)c2C#N)ccc1O	-33	-11	94	6	51	-3.7*	7	88	-2
N#Cc1c(-c2ccccc2)nc(SCc2nc(N)nc(N3CCCCC3)n2)[nH]c1=O	4	16	97	10[fluorescence artefact?]	104	-2.1	-26	93	-9
CCCS(=O)(=O)N1CCN(C(=O)c2cccnc2)CC1	/	/	104	1	89	0.21	/	111	/
CNCc1ccc(OCc2ccccc2)c(OC)c1	-74	-1	/	/	/	0.9	31	/	-20

An excerpt; rates above refer to the full screens.
